TNAP act hiacc: TNAP activators at high phosphate acceptor level, primary screen, biochemical, luminescence, uHTS; Alkaline phosphatase, tissue-nonspecific isozyme (Homo sapiens), P05186; purified TNAP, CDP-star luminescence, 1 M DEA, 30 min; active compounds read high; 0 = EDTA background, 1 = DMSO-only activity; activation factor at 20 µM; 200,000 tested, under 10 active; AID 1136, 2008;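 active means activation factor at least 2 at 20 µM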
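Dosing: 20 µM single point. System: human TNAP. Amount: TNAP 1/800 final. Incubation: 30 min, room temperature. Read-out: TNAP activation factor scaled between EDTA and DMSO control wells. Signal: luminescence from CDP-star hydrolysis. Medium: 1 M DEA, pH 9.8, Mg2+, Zn2+. Control set: EDTA negative control, DMSO positive control.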
TNAP inh hiacc: human TNAP enzyme inhibitors, primary screen, biochemical, luminescent, high phosphate acceptor level, uHTS | Alkaline phosphatase, tissue-nonspecific isozyme (Homo sapiens), P05186 | purified TNAP, CDP-star luminescence, 1 M DEA | inhibition, % at 20 µM | 200,000 tested, 0.03% active | AID 1135, 2008;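 active means over 50% inhibition of tissue-nonspecific alkaline phosphatase at 20 µM in the single-dose screen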;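 further: plate controls were DMSO wells for no effect and EDTA-quenched wells as full inhibition for full effect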
PMI act hi M6P: human PMI activators, high substrate, primary screen, biochemical, fluorescence intensity, near-saturating mannose 6-phosphate; Mannose-6-phosphate isomerase (Homo sapiens), P34949; coupled PMI enzyme assay, resazurin fluorescence, 20 min; active compounds read high; 1 = untreated enzyme, 0 = substrate-free blank; activation factor at 20 µM; 190,000 tested, 0.34% active;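 active means activation factor of 2 or more at 20 µM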
Target sequence (P34949 whole entry, looked up): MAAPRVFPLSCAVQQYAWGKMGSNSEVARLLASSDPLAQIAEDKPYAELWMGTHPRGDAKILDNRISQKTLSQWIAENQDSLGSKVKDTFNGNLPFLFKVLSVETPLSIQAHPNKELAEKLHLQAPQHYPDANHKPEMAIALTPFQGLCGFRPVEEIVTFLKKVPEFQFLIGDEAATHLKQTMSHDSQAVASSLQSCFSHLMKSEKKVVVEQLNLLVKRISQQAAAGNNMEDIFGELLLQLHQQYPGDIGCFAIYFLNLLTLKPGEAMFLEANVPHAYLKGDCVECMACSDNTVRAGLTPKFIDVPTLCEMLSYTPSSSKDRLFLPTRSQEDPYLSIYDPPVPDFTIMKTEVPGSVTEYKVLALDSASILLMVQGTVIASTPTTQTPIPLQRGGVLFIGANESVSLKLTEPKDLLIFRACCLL
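assay system = human phosphomannose isomerase with PGI, G6PDH, diaphorase coupling enzymes | quantity = 15 ng/mL PMI | incubation = enzyme reaction with compound 20 min at room temperature | medium = HEPES pH 7.4 buffer with MgCl2 and Tween-20 | compound dosing = one concentration, 20 µM, in 1% DMSO | measured by = Diaphorase-driven resazurin-to-resorufin fluorescence, excitation 544, emission 590 nm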
TNAP inh no acc: human TNAP enzyme inhibitors, primary screen, biochemical, luminescent, no phosphate acceptor, uHTS. purified TNAP, CDP-star luminescence, 30 min. Alkaline phosphatase, tissue-nonspecific isozyme (Homo sapiens), P05186. 200,000 tested, 0.26% active. inhibition, % at 20 µM;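 active means tissue-nonspecific alkaline phosphatase inhibition above about 50% at 20 µM in the single-dose screen, limit read from the data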;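 further: 0% = DMSO negative control and 100% = EDTA positive control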
Diaph act CS: compounds boosting diaphorase resazurin reduction – biochemical, uHTS, resorufin fluorescence, counter-screen for diaphorase-coupled primary assays, primary screen. Diaphorase/resazurin coupled assay, 16 min; active compounds read high; 1 = vehicle wells, 0 = NADH-free wells. activation factor at 20 µM. AID 1229, 2008. 190,000 tested, 0.005% active;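 active means diaphorase activity raised at least twofold by the compound at 20 µM; inactive means activation factor below 2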
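Test system: Clostridium kluyveri diaphorase, purified enzyme; input: enzyme 0.07 U/mL final; buffer or medium: 50 mM HEPES pH 7.4 with 4.542 mM MgCl2, 0.005% Tween 20; also added: 0.114 mM NADH and 0.1 mM resazurin, final amounts; schedule: 16 min enzyme reaction, ambient temperature; technique: fluorescence of resorufin, 544 nm excitation, 590 nm emission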
PMI act: activators of human PMI, primary screen, biochemical, fluorescence intensity, near-Km mannose 6-phosphate | activation factor at 20 µM | AID 1214, 2008 | 190,000 tested, 0.005% active | purified human PMI, coupled resazurin fluorescence, 20 min; active compounds read high; 1 = vehicle control, 0 substrate-free wells | Mannose-6-phosphate isomerase (Homo sapiens), P34949;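 active means activation factor of 2 or more at 20 µM, relative to plate controls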
Diaphorase inh: diaphorase inhibitors and chemical oxidizers, primary screen, counter-screen for diaphorase-coupled primary assays, biochemical, uHTS, resorufin fluorescence. 190,000 tested, 0.69% active. inhibition, % at 20 µM. diaphorase resazurin-to-resorufin fluorescence, NADH, 16 min; bacterial (C. kluyveri) enzyme, not human;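 active means primary screen inhibition at 20 µM above a set limit, cut at about 50% in these data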;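 further: plate controls were DMSO with full reaction for no effect and wells lacking NADH for full effect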
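Test system: Clostridium kluyveri diaphorase enzyme / Quantity: diaphorase at 0.14 U/mL in enzyme working solution / Incubation: 16-min room-temperature incubation before reading / Benchmarks: NADH-free wells as positive control, DMSO-only neutral wells / Signal: resorufin fluorescence 544/590 nm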
FLuc stim CS: FLuc activators, initial screening, artefact control for FLuc-dependent activation tests, biochemical, ATPlite luminescence | Luciferin 4-monooxygenase (Photinus pyralis), P08659 | ATPlite luciferase biochemical, 10 min; 0 = ATP-free wells, 1 = DMSO control | activation factor at 10 µM | 200,000 tested, under 10 active | AID 1027, 2008;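 active means luciferase activation factor, scaled between plate controls, of at least 2 with compound at 10 µM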
Target sequence (P08659 whole entry, looked up): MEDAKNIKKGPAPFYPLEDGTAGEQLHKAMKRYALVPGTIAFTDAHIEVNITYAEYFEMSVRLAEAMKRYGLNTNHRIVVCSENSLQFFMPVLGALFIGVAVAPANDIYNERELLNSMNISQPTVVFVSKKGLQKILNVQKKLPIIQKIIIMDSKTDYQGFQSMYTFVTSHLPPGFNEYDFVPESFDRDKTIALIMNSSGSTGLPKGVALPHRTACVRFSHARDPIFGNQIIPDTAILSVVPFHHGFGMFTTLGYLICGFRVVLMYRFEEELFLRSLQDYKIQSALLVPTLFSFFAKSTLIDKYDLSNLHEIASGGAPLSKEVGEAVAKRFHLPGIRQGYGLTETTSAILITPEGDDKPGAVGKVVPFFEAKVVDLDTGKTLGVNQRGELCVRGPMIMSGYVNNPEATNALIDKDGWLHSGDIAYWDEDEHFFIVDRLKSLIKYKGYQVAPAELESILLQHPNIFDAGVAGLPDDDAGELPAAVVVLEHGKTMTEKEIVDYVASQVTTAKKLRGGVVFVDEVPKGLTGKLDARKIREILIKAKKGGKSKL
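Material: Luciferase/luciferin reagent mix | Doses: Test compounds dosed from 2 mM stocks in 100% DMSO | Timing: 10 min incubation after luciferase reagent addition, room temperature | Measured by: Luminescence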
G6PDH counter: L. mesenteroides G6PDH inhibitors, counter-screen for G6PDH-coupled screening assays, biochemical, Leuconostoc mesenteroides enzyme. inhibition, % at 5 µM. 200,000 tested, 0.12% active. Purified L. mesenteroides G6PDH, diaphorase/resazurin coupled fluorescence, 45 min. glucose-6-phosphate dehydrogenase [Leuconostoc mesenteroides]; in the data active means inhibition above about 50%
HMGR II inh: inhibitors of E. faecalis class II HMGR, primary screen, biochemical, Enterococcus faecalis | purified E. faecalis HMGR, NADPH absorbance 340 nm kinetic | AID 1066, 2008 | inhibition, % at 10 µM | 190,000 tested, 0.41% active;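 active means inhibition above a set limit, the median over all tested compounds plus 3 SD, cut at about 9.5% in these data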;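 further: enzyme runs in reverse so mevalonate oxidation gives rising NADPH absorbance; 0% = complete reaction with DMSO and 100% = background rate lacking mevalonate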
The depositor's hits bear a star; . = not tested or not shown.

Sample of the layout, 4 compounds:
SMILES	TNAP act hiacc	TNAP inh hiacc	PMI act hi M6P	TNAP inh no acc	Diaph act CS	PMI act	Diaphorase inh	FLuc stim CS	G6PDH counter	HMGR II inh
CCOC(=O)CCNC(=O)N1CCCC(CCC(=O)N(C)CCc2ccccn2)C1 (stereo unspecified)	1	-3	0.9	-4	0.8	0.9	21	1	15	4
CC(NC(=O)COc1cc(=O)n(C)c2ccccc12)c1ccc2c(c1)OCCO2 (stereo unspecified)	1	3	1	-6	1	1.2	3	1	-1	2
CSCCC(/C(O)=C(\C#N)c1nc2ccccc2[nH]1)N1C(=O)c2ccccc2C1=O (stereo unspecified)	1.1	-8	0.9	-8	0.7	1	35	1	5	-2
COc1ccc2c(c1)c1ncn(CCc3ccccc3)c(=O)c1n2C	1.1	-6	1	2	0.9	1	14	1.1	6	1

Main list (from the top)
SMILES	TNAP act hiacc	TNAP inh hiacc	PMI act hi M6P	TNAP inh no acc	Diaph act CS	PMI act	Diaphorase inh	FLuc stim CS	G6PDH counter	HMGR II inh
CCOC(=O)CCNC(=O)N1CCCC(CCC(=O)N(C)CCc2ccccn2)C1 (stereo unspecified)	1	-3	0.9	-4	0.8	0.9	21	1	15	4
CC(NC(=O)COc1cc(=O)n(C)c2ccccc12)c1ccc2c(c1)OCCO2 (stereo unspecified)	1	3	1	-6	1	1.2	3	1	-1	2
CSCCC(/C(O)=C(\C#N)c1nc2ccccc2[nH]1)N1C(=O)c2ccccc2C1=O (stereo unspecified)	1.1	-8	0.9	-8	0.7	1	35	1	5	-2
COc1ccc2c(c1)c1ncn(CCc3ccccc3)c(=O)c1n2C	1.1	-6	1	2	0.9	1	14	1.1	6	1
Cc1[nH]c2ccccc2c1C(C[N+](=O)[O-])c1cccc(O)c1 (stereo unspecified)	1	2	1	-9	0.9	1	11	1	-1	-4
CCOc1ccc(/C=C/C(=O)Nc2cccc(C(C)=O)c2)cc1	1	2	1	-2	0.9	1	8	0.4	-6	-3
O=C(c1sc2ccccc2c1Cl)N1CCN(c2ccccc2F)CC1	1	4	0.8	-4	0.8	0.8	24	1	-4	-5
O=c1[nH][nH]c(C(F)(F)F)c1C=NCc1cccs1	1.1	-5	1	35	0.9	1	14	1.1	1	-2
CC(=O)Nc1ccc(NC(=O)C(C)N2CCN(S(=O)(=O)c3ccc(C)cc3)CC2)cc1 (stereo unspecified)	1	-3	1	-3	0.9	1	11	1.1	6	-5
CC1CN(c2nc3ccccn3c(=O)c2/C=C(\C#N)S(=O)(=O)c2ccccc2)CC(C)O1 (stereo unspecified)	1.1	-7	1	0	0.8	0.8	22	1.1	-20	-4
Cc1ccc(C(=O)N2CCN=C2SCc2ccc([N+](=O)[O-])cc2)cc1	1	0	0.8	-6	0.8	0.8	18	1	3	-8
CCOC(=O)CSc1nc(C)c(C(C)=O)cc1C#N	1	-1	1	-5	1	1	3	1	38	2
Cc1cc(NC(C)C)n2c(nc3ccccc32)c1C#N	1.1	-7	0.6	-10	0.6	0.9	36	1	5	-3
CCCS(=O)(=O)N1CCC(C(=O)N2CCCC2)CC1	1.1	-7	0.9	-15	0.9	0.9	12	1.1	-12	4
Cc1ccc(C)c(NC(=S)/C(=C(\[O-])c2ccc(OC(F)F)cc2)[n+]2ccccc2)c1	1	-1	0.6	-3	0.9	0.9	13	1	10	1
CC12CCC(C(=O)N(CSC(=S)N/N=C\c3ccccc3O)C1=O)C2(C)C (stereo unspecified)	1	0	1.1	-2	0.4	0.8	57*	1	5	9.9*
CC(C)[C@H](NC(=O)c1ccccc1)C(=O)OCC(=O)N1CCN(C(=O)c2ccco2)CC1	1	-1	1	-7	1	1.1	0	1	2	-1
O=[N+]([O-])c1ccccc1S(=O)(=O)N1CCc2ccccc2C1	1	0	.	-6	.	.	.	1.1	13	6
Cn1nc([N+](=O)[O-])nc1Sc1nnnn1-c1ccc(C(=O)O)cc1	1	-5	0.8	-4	0.9	0.9	12	1	24	17*
COc1cc(/C=C2\CC/C(=C\c3ccc(OCCO)c(OC)c3)C2=O)ccc1OCCO	0.9	13	1	11	1.2	1	-16	1	2	-4
CC1=C(C(=O)N2CCOCC2)C(c2ccsc2)C2=C(CCCC2=O)N1 (stereo unspecified)	1	-2	1.1	-8	0.8	0.9	20	1	11	-4
CC(C)(C)c1ccc(C(=O)Oc2ccc3c(c2)OCC3=O)cc1	1	-5	1	-8	0.9	0.9	11	1	-3	2
Cc1cc(C)cc(-n2c(O)c(C=NC3CCS(=O)(=O)C3)c3ccccc3c2=O)c1 (stereo unspecified)	1	0	0.9	5	0.9	0.9	12	1	5	-2
CCOCCCNCC(=O)Nc1ccc(S(=O)(=O)NC(C)CC)cc1 (stereo unspecified)	1	-1	1	-6	0.9	1	12	1	3	-2
O=C(N/N=C/c1c(Cl)cccc1Cl)C(=O)NC1CC1	0.9	6	1	1	1.1	1.2	-12	0.9	-4	-7
COCC(=O)Nc1ccc(OC)c(Cl)c1	1.1	-6	0.9	-10	0.9	0.8	14	1	9	2
COc1ccccc1C(=O)NC(CCSC)C(=O)NC1CCCCCC1 (stereo unspecified)	1	-3	0.9	3	0.9	1	12	1.1	-2	-2
COc1cc(S(=O)(=O)N2CCOCC2)ccc1NC(=O)COC(=O)COc1ccccc1	1	-4	0.9	-8	0.9	0.9	15	1	2	3
Cc1ccc(-c2nnn(CC(=O)N(Cc3cccs3)C(C(=O)NC3CCCC3)c3ccco3)n2)o1 (stereo unspecified)	1.1	-7	0.9	-15	0.9	1	13	1	16	1
CC1CCN(S(=O)(=O)c2ccc(-c3nnc(SCc4cccnc4)o3)cc2)CC1	1.1	-6	1	-3	0.9	1	10	1.1	2	-3
CC1(C)CC(=O)C2=C(C1)N(Cc1ccco1)C(=O)C2(NC(=O)C1CCCCC1)C(F)(F)F (stereo unspecified)	1	-4	1	-13	1	1	3	1.1	15	-4
COC(=O)c1ccccc1S(=O)(=O)N1Cc2cc([N+](=O)[O-])ccc2Oc2ccccc21	1.1	-6	0.9	-7	0.8	0.9	21	1.1	2	1
COc1cccc(OC)c1C(=O)N1CCN(Cc2ccc3c(c2)OCO3)CC1	1.1	-7	1.1	-4	0.9	1.2	6	1.1	11	-2
COc1ccc(Cl)cc1N1C(=O)C2CCCN2C1c1cccc(F)c1 (stereo unspecified)	1.1	-7	0.9	-17	0.8	0.9	22	1.1	16	2
COC(=O)Cc1c(C)nc2nc(NCc3ccc(Cl)cc3)[nH]n2c1=O	1	-3	1	-10	1.1	1	-5	1	24	1
O=C(NNC(=S)Nc1ccc(F)cc1)c1ccccc1OC(F)F	1	-3	1.1	-61	1	1.1	1	1.1	20	-1
CCCCN(CC)CCNC(=O)CCNC(=O)Cn1ccc2ccccc2c1=O	1	1	1.1	-6	1	1.1	1	1.1	5	-3
CCOC(=O)N/N=C/c1cc(OC)c(O)c(OC)c1	1	2	1	-16	0.9	1	7	1	2	-2
Cc1ccc(C(=O)N/C(=C\c2ccc(-c3ccc([N+](=O)[O-])cc3)o2)C(=O)NC2CCS(=O)(=O)C2)cc1 (stereo unspecified)	0.9	15	1	9	0.9	1	14	1	-31	0
Cc1oc(-c2ccccc2Cl)nc1CSCC(=O)NC1CCCC1	1.1	-7	1.1	20	1	1.1	2	1	5	-1
CN1CCc2ccccc2CC1=O	1.1	-5	1	-11	0.9	1	8	1.1	-2	0
O=C(Cn1cc(C(F)(F)F)ccc1=O)NCCc1ccc(Cl)cc1Cl	1	-2	0.9	-7	0.8	0.8	15	1	0	-2
Cc1cc2nc(C3CCCN(C(=S)Nc4ccccc4C)C3)[nH]c2cc1C (stereo unspecified)	1	0	1	-5	0.9	0.9	10	0.9	7	-5
CCOC(=O)c1c(C)[nH]c(C(=O)CSc2ccc(Cl)cc2)c1C	1	4	0.9	-4	0.9	0.9	7	1	-6	0
COc1ccccc1NCCC(=O)OCC(=O)Nc1ccc(Cl)cn1	1	-3	0.5	-4	0.7	0.8	28	1.1	13	2
C/C(=N/NC(=O)c1ccccc1O)c1ccc(N2C(=O)C3CCCCC3C2=O)cc1 (stereo unspecified)	1	-2	1	-5	0.9	1	8	1	3	0
COc1cccc(NC2=NC3(CCCCC3)N=C(N)N2)c1	1.2	-16	1.1	-31	1.1	1	-14	1.1	3	-2
O=c1cc(N2CCN(Cc3ccccc3)CC2)[nH]c(=O)n1-c1cccc(C(F)(F)F)c1	1	-4	1	-13	0.8	1.1	16	1	0	0
CC1CCCN(C(=O)c2cc3c(-c4ccc(Cl)cc4)nn(C)c3s2)C1 (stereo unspecified)	1	-5	1	-8	1	1.1	0	1.1	5	-6
O=C(CSc1nc2[nH]ncc2c(=O)[nH]1)NCc1ccc(F)cc1	1	-1	1.1	-17	0.9	1	6	1	2	2
COc1cc(/C=C/C(=O)c2cccc([N+](=O)[O-])c2)cc(OC)c1OC	1	-2	1	-14	0.9	0.9	8	1.1	7	-1
CCOC(=O)c1cccc(NC(=O)c2cnc3ccccc3n2)c1	1.1	-6	0.9	-6	0.9	0.9	14	1	16	-2
Cc1ccc(-n2c(=O)[nH]cc(C(=O)Nc3ccc4c(c3)OCO4)c2=O)cc1C	1	-5	0.9	-5	0.9	1	8	1.1	-27	.

Compound activity as filed in PubChem BioAssay.
